DAGLB inh: DAGLB lipase inhibitors, primary screen, biochemical, fluorescence, HTS. Diacylglycerol lipase-beta (Homo sapiens), Q8NCG7. HEK293T DAGLB membrane lysate, EnzChek fluorogenic substrate. inhibition, % at 5.17 µM. 340,000 compounds, 0.059% hits. AID 504411, 2011; in the data active = inhibition above about 34%;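 also: 0% = enzyme with vehicle and 100% = wells lacking enzyme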
Target sequence (Q8NCG7 whole entry, looked up): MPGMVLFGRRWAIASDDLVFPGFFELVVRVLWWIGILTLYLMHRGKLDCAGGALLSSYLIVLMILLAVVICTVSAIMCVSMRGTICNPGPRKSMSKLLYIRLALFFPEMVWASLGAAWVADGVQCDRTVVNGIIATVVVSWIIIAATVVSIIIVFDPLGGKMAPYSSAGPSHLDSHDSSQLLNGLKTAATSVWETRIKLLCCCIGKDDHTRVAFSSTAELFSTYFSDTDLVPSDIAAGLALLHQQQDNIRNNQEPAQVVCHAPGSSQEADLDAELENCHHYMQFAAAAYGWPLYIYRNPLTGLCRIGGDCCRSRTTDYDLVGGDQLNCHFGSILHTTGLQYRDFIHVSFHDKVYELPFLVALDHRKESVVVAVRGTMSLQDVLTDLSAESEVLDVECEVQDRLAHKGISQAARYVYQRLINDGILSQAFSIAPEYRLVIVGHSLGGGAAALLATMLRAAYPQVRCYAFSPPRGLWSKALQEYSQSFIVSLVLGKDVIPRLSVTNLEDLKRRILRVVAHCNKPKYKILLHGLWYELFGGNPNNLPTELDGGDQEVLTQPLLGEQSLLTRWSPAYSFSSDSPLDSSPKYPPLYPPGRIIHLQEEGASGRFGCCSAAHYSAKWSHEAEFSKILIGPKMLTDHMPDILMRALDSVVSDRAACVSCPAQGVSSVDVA
phage Ecoli inh: growth loss of phage-infected E. coli, primary screen, RecBCD inhibitor project, absorbance, with phage, HTS; inhibition, % at 11.9 µM; 360,000 compounds, 0.26% hits; AID 651602, 2012; in the data active = inhibition above about 11%
CAL PDZ FP: CAL PDZ peptide-binding inhibitors, primary screen, biochemical, fluorescence polarization, Cer-tagged CAL PDZ, HTS | Golgi-associated PDZ and coiled-coil motif-containing protein (Homo sapiens), Q9HD26 | purified CAL PDZ, TMR-peptide fluorescence polarization, 1 h | 330,000 compounds, 0.02% hits | inhibition, % at 20 µM | AID 504414, 2011;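 active = highest replicate inhibition of at least 40%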;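 also: plate controls were DMSO neutral control wells for no effect and unlabeled competitor peptide control wells for full effect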
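Material: tagged CAL PDZ domain; buffer or medium: 25 mM sodium phosphate pH 7.4, 150 mM NaCl, TCEP, IgG, Thesit; compound dosing: single point, 20 µM; schedule: 1 h incubation at room temperature before polarization reading; measured by: FP readout, S and P plane fluorescence; read-out basis: percent inhibition from loss of millipolarization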
PvdQ acylase: P. aeruginosa PvdQ acylase inhibitors, primary screen, biochemical, fluorescence, plate reader and imaging, single point; PvdQ acylase [Pseudomonas aeruginosa LESB58]; purified PvdQ acylase; inhibition, % at 10 µM; 340,000 compounds, 0.063% hits; AID 488965, 2010; in the data active = inhibition above about 30%, passing the limit was not always enough;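 also: 0% = vehicle neutral wells and 100% = reference inhibitor wells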
AddAB inh: growth inhibition of E. coli expressing H. pylori AddAB, primary screen, AddAB inhibitor project, absorbance | inhibition, % at 11.9 µM | 330,000 compounds, 0.29% hits; in the data active = inhibition above about 12%;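 also: 0% = vehicle wells of infected cells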
Tat transport: E. coli Tat export inhibitors, primary screen, MC4100, TorA-mCherry reporter, fluorescence, single point. inhibition, % at 10 µM. AID 488895, 2010. 340,000 compounds, 0.036% hits;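 active = mean replicate inhibition at least 50% and at least half of replicates individually reaching 50%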;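 also: exported cargo escapes ClpAP degradation while cytoplasmic cargo is degraded and loses fluorescence; 0% = median of neutral control wells and 100% = median of NaSCN control wells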
PfHsp90 set2: growth inhibition of PfHsp90-expressing yeast, primary screen, antimalarial PfHsp90 inhibitor project, S. cerevisiae, BacTiter-Glo luminescence, single point, set 2. inhibition, % at 9.4 µM. 310,000 compounds, 0.32% hits. BacTiter-Glo ATP, 48 h; yeast lacking PDR1 and PDR3 efflux regulators. AID 504621, 2011;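 active = every replicate shows inhibition above about 80%, whatever the replicate mean, limit read from the data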;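 also: 0% = DMSO neutral controls and 100% = 20 µM radicicol positive controls; yeast relying on Plasmodium falciparum Hsp90 in place of its own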
Wnt bcat act: Wnt/beta-catenin pathway activators, primary screen, cell-based, plate reader, single point; 300,000 compounds, 1.2% hits; activation, % at 9.35 µM; AID 743398, 2014; Wnt/beta-catenin reporter cell assay, activator; in the data active = activation above about 30%, passing the limit was not always enough;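 also: 0% = neutral control wells and 100% = positive control wells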
E coli growth: E. coli V3065 growth inhibition, primary screen, counter-screen for AddAB inhibitor project, absorbance, OD600; 18 h; inhibition, % at 11.9 µM; 330,000 compounds, 0.27% hits;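 active = inhibition above the campaign's mean inhibition across all tested compounds plus 3 SD, cut at about 9.9% in these data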;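 also: uninfected addAB+ strain grown without phage in ampicillin broth; 0% = DMSO wells and 100% = ciprofloxacin 0.95 µg/ml wells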
Rtt109 Vps75: inhibitors of C. albicans Rtt109/Vps75 HAT, primary screen, biochemical, ThioGlo CoA-SH fluorescence, plate reader; Histone acetyltransferase RTT109 (Candida albicans (strain SC5314 / ATCC MYA-2876)), …; purified Rtt109/Vps75, 4 h; inhibition, % at 34.9 µM; 330,000 compounds, 0.16% hits; AID 540336, 2011;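 active = inhibition of at least 50% in every replicate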
Target sequence (Q5AAJ8 whole entry, looked up): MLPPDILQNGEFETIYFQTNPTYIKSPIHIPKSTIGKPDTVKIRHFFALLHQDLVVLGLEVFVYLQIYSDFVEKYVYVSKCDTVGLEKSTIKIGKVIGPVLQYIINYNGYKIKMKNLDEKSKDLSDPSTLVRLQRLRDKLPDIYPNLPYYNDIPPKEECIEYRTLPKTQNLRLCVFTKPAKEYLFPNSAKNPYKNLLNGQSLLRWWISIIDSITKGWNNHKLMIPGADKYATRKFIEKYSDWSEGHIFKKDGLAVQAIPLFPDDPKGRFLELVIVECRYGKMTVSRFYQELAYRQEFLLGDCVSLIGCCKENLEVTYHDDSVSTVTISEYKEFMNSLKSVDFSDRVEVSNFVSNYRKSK
* hit, by the source's call; . = no result given.

SMILES	DAGLB inh	phage Ecoli inh	CAL PDZ FP	PvdQ acylase	AddAB inh	Tat transport	PfHsp90 set2	Wnt bcat act	E coli growth	Rtt109 Vps75
COc1cc(CNC(=O)C2CCC(=O)N(C3CCCCCC3)C2)cc(OC)c1 (stereo unspecified)	1	-0.1	0.6	-16	3.0	-2	-12	2	-0.4	2
Cc1cc(NC(=O)COC(=O)c2cccc(O)c2)no1	0	1.1	-3.5	0	-0.6	3	-5	-1	-3.4	1
N#C/C(=C\c1cccc(Br)c1)C(=O)N1CCCCC1	-1	2.2	-1.7	-5	1.2	3	-122	2	0.4	2
O=C(O)C1CSC(c2coc3ccccc3c2=O)N1 (stereo unspecified)	1	0.7	-1.2	-13	1.9	-10	5	-2	-2.8	-3
COc1ccc(NC(=O)Cc2ccccc2F)cc1S(=O)(=O)N1CCCCC1	0	1.9	-1.4	-8	-1.1	9	16	4	-1.9	0
COc1ccc(/C=C/C(=O)Nc2cccc(N3CCOCC3)c2)cc1OC	0	3.5	-0.3	-11	0.7	-11	8	-3	-3.2	24
CCOC(=O)N/N=C/c1cc(C)n(-c2cccc3ccccc23)c1C	3	4.2	-3.6	-9	1.3	-5	0	-2	2.5	12
CCCCOC(=O)C1CCCC(C)N1 (stereo unspecified)	-2	1.7	-2.4	3	1.9	2	0	-1	-0.4	-7
Cc1ccc(N)cc1S(=O)(=O)N(C)C	1	3.4	0.2	6	7.4	-2	-7	-8	0.6	1
O=C(Nc1cccc(Cl)c1)c1ccc(OC(=S)N2CCOCC2)cc1	-1	4.3	-0.8	-10	0.8	-6	-2	6	-0.6	4
CC(=O)Nc1nc(C)c(C(C)=O)s1	2	1.2	-0.5	-10	1.5	-4	-46	-2	-2.5	-5
O=C(Nc1ccccc1O)c1ccc(Cl)cc1	-2	6.0	-1.5	-8	3.8	-3	-8	-3	1.6	-9

Record cards (already shown):
`O=C(Nc1cccc(Cl)c1)c1ccc(OC(=S)N2CCOCC2)cc1` in the list: DAGLB inh = -1; phage Ecoli inh = 4.3; CAL PDZ FP = -0.8; PvdQ acylase = -10; AddAB inh = 0.8; Tat transport = -6; PfHsp90 set2 = -2; Wnt bcat act = 6; E coli growth = -0.6; Rtt109 Vps75 = 4
`CCCCOC(=O)C1CCCC(C)N1` (stereo unspecified) in the list: DAGLB inh = -2; phage Ecoli inh = 1.7; CAL PDZ FP = -2.4; PvdQ acylase = 3; AddAB inh = 1.9; Tat transport = 2; PfHsp90 set2 = 0; Wnt bcat act = -1; E coli growth = -0.4; Rtt109 Vps75 = -7

More results.
SMILES	DAGLB inh	phage Ecoli inh	CAL PDZ FP	PvdQ acylase	AddAB inh	Tat transport	PfHsp90 set2	Wnt bcat act	E coli growth	Rtt109 Vps75
CCN1CCN(Cc2c(O)ccc3c2O/C(=C\C=C\c2ccccc2)C3=O)CC1	-15	1.6	-1.0	6	4.6	-2	16	-3	-1.0	8
CCOc1ccc(/C=N/NC(=O)c2cc3ccccc3cc2OC)cc1	-3	2.6	-2.2	-3	-1.3	-12	-14	-1	-1.4	-1
O=C(O)c1ccccc1-c1ccccc1C(=O)Nc1ccc(OC(F)(F)F)cc1	7	0.8	-1.2	5	.	11	6	0	.	14
Cc1cccnc1NC(=O)c1ccc2nc(N)sc2c1	-1	3.5	-0.3	-10	-0.2	4	-8	.	2.6	5
O=C(Nc1ccc(S(=O)(=O)N2CCCC2)cc1)c1ccccc1	-1	3.5	-3.1	-15	1.6	5	.	3	1.4	-5
Nc1nnn(CC(=O)N/N=C/c2ccccc2)n1	2	0.8	-2.2	-13	-1.9	1	-17	0	0.4	-3
COc1cc2c(cc1OC)CN(CC(=O)Nc1ccc(F)cc1)C(C(=O)O)C2 (stereo unspecified)	1	0.6	-0.4	-17	1.6	-3	9	0	-2.5	-17
COc1ccccc1C(=O)NNS(=O)(=O)c1ccc(F)cc1	0	1.3	0.4	-11	2.6	0	-14	0	-1.5	-4
CN(C)c1ncnc2c1ccn2C1OC(CO)C(O)C1O (stereo unspecified)	-1	8.3	-0.4	7	.	-3	-15	-10	.	0
O=C(c1cc(-c2ccc3c(c2)OCO3)on1)N1CCN(c2ccc(F)cc2)CC1	1	3.1	-0.4	-9	2.6	7	-31	.	-0.4	6
CC1CCN(C(=O)CN(c2ccc3c(c2)OCCO3)S(=O)(=O)c2ccccc2)CC1	-1	3.6	-0.5	-13	2.7	-7	3	0	0.8	15
COc1ccc(CONS(=O)(=O)c2ccc(NC(C)=O)cc2)cc1Cl	-1	2.0	-2.8	-6	0.4	-1	.	.	-0.7	-2
O=C(CCN1C(=O)c2ccccc2C1=O)Nc1cccc(F)c1	-2	0.9	-1.1	-12	1.6	5	-35	-2	-2.8	-4
CCCNC(=O)c1cccc(S(=O)(=O)N2CC3(C)CC2CC(C)(C)C3)c1 (stereo unspecified)	-4	0.1	-0.7	-12	-1.5	-3	-86	-3	-0.3	-4
COc1cc(C(=O)Nc2ccc(Oc3ncnc4sc(-c5ccccc5)cc34)cc2)cc(OC)c1OC	1	-0.8	-0.8	0	0.7	-3	9	.	-1.1	-2
COc1ccc(Cl)cc1NC(=O)C(C)OC(=O)c1ccc(NS(=O)(=O)c2ccc3[nH]c(=O)[nH]c3c2)cc1 (stereo unspecified)	3	2.4	-2.5	-10	1.5	7	3	2	0.2	-18
Cn1c(=O)n(C)c2cc([N+](=O)[O-])c(N3CCN(S(=O)(=O)c4ccc5ccccc5c4)CC3)cc21	1	2.0	-0.5	8	1.6	-3	7	.	-1.8	3
COC(=O)c1ccccc1NC(=O)c1cc(-c2ccc(O)cc2)on1	0	2.7	0.6	-5	-1.0	2	-23	-1	0.9	-5
O=C(Nc1cccc(S(=O)(=O)N2CCOCC2)c1)c1cc2c(s1)CCC2	-2	3.5	-1.9	4	-0.5	2	20	.	-0.6	12
COc1cccc(C(=O)NNS(=O)(=O)c2ccc(F)cc2)c1	-1	2.5	.	-15	-0.6	-3	-11	0	3.2	1
Cc1ccc(C(=O)NCC(=O)O)o1	2	1.3	1.5	-13	3.0	-3	-7	-3	0.9	1
COc1cccc(CN2CCNC(=O)C2CC(=O)NC2CCCCCCC2)c1 (stereo unspecified)	2	1.7	-1.9	10	1.5	-3	11	-4	2.1	20
CCCCNS(=O)(=O)c1ccc2nc(SCC(=O)N3CC(C)OC(C)C3)[nH]c2c1 (stereo unspecified)	-2	1.4	0.2	-3	0.2	-7	-2	.	1.5	-1
CN(C(=O)c1ccncc1)c1nnc(-c2cccnc2)s1	-1	3.6	.	-5	1.3	-16	27	0	-0.1	-2
CN(Cc1nc2ccccc2n1C)C(=O)c1ccco1	1	1.9	-2.4	-13	2.2	0	-6	1	1.0	-3
CCn1cc(C(=O)NCc2ccc(C)o2)c2cc(OC)c(OC)cc2c1=O	2	1.1	-1.5	-13	-0.3	0	-13	.	-2.6	3
Cc1ccc(-n2ncc3c2CCCC3NC(=O)c2ccccc2N2CCOCC2)cc1C (stereo unspecified)	-2	1.4	-1.4	-4	2.1	7	114*	3	-0.8	26
c1cncc(CNc2ncnc3sc4c(c23)CCCC4)c1	2	1.4	-3.7	-14	1.4	-4	18	-1	0.2	2
C/C(=N/NC(=O)c1cc(Cl)ccc1O)C12CC3CC(CC(C3)C1)C2	2	-0.8	-0.3	-5	3.8	11	-2	.	0.0	-7
COc1ccc(C2=NN(c3nc4ccccc4s3)C(=O)/C2=C\N(C)C)cc1	9	3.1	-1.1	-10	-2.2	1	-35	17	-4.9	11
COc1cc(C2CC(=O)c3c(ccc4ccccc34)N2)ccc1O (stereo unspecified)	4	-2.2	-0.3	-8	2.5	-3	-5	.	0.2	7
COC(=O)c1ccc(NC(=O)Cn2nc(SC)n(N)c2=S)cc1	1	3.7	-1.8	-13	3.4	10	-30	.	0.1	-10
CCCn1c(C2CCCN2c2nc(-c3cccc(Br)c3)cs2)nc2cc(Cl)c(Cl)cc21 (stereo unspecified)	-8	-0.2	-2.2	-5	1.6	-6	-19	0	-4.6	-16
COc1cccc(C#Cc2c(C=O)n(C)c3ccccc23)c1	-12	-1.4	1.0	-18	1.0	-11	10	-16	-0.3	-4
NC(=O)CC[C@@H]1NC(=O)[C@H](CO)NC(=O)c2cc([N+](=O)[O-])cc(I)c2OCC[C@@H](C(N)=O)NC1=O	2	1.6	-0.4	-3	2.6	-4	-16	-1	3.6	7
CCn1c(=O)c2cc(C(=O)Nc3cc(C)on3)sc2c2ccccc21	3	3.3	-0.1	-5	2.0	-1	4	-1	0.1	0
O=C1CCCCC1(O)Cc1ccc2c(c1)OCO2 (stereo unspecified)	-3	3.3	-0.3	-7	.	4	4	-2	.	-5
C/C(=N\NC(=O)c1ccc(Cl)c(Cl)c1)c1cccc(NC(=O)C(C)C)c1	-7	-0.2	-1.0	-13	-0.8	-7	15	.	0.1	0
C[C@H](NC(=O)Cc1ccccc1)C(=O)N1CCC2(CC1)NCCc1[nH]cnc12	-3	-1.8	0.2	2	2.9	4	-7	-2	-0.9	4
CCC(C)NCc1ccc(C(=O)OC)o1 (stereo unspecified)	1	2.0	-3.0	-5	3.0	-4	39	.	2.2	-7
O=C1COc2ccc(S(=O)(=O)Nc3ccc(OC(F)(F)F)cc3)cc2N1	1	0.1	-1.4	-8	4.4	3	17	0	1.5	-6
CCCN1CCC(NC(=O)C2CCCCC2C(=O)O)CC1 (stereo unspecified)	1	2.0	-2.9	-13	-1.6	1	7	0	-0.5	6
CCOC(=O)c1ccc(NC(=S)Nc2cccc(N)n2)cc1	3	-1.9	-1.8	-1	1.1	-1	-11	5	-2.4	4
CC(=O)NC(CC(=O)NC1CCCc2ccccc21)c1ccccc1 (stereo unspecified)	-3	1.0	-2.5	13	-1.3	2	4	-1	-0.7	57*
COc1ccc(C(C#N)=Cc2ccc(NC(C)=O)cc2)cc1	1	3.8	-0.5	-12	.	0	-15	-2	.	6
COc1ccc(C2CC(c3ccc([N+](=O)[O-])cc3)=NN2C(C)=O)cc1 (stereo unspecified)	3	1.6	11	-8	-0.6	0	-10	2	-1.1	-1
COc1ccc(CCNCC(=O)Nc2ccc(C)c(S(=O)(=O)N(C)C)c2)cc1	-2	3.3	-1.5	3	0.7	3	-7	-1	0.1	2
Cc1ccc(S(=O)(=O)NN2C(=O)/C(=C/c3ccc(F)cc3)SC2=S)cc1	15	0.6	0.7	-7	6.0	-7	-35	-4	3.0	4
O=C(c1cnsn1)N1CCCC(Nc2ccc(F)c(F)c2)C1 (stereo unspecified)	0	2.5	-0.7	-14	2.4	-3	32	-1	1.0	-10
Cc1ccc(SCc2cc(=O)[nH]c(Nc3nc(C)c4ccc(C)cc4n3)n2)cc1	-2	4.5	-0.8	-5	4.2	-12	10	.	1.7	3

Assay outcomes deposited in PubChem BioAssay by several laboratories.

No enrichment for hits. Share with any hit: about 1.9%.
